PV pol inh = poliovirus RdRp elongation inhibitors, primary screen, biochemical, fluorescence polarization, total intensity; Genome polyprotein (Poliovirus type 1 (strain Mahoney)), P03300; poliovirus polymerase elongation; hits give low values; % elongation, % (compound at 16.7 µg/mL); 150,000 compounds, 0.66% hits; AID 588519, 2011; in the data active = % elongation below about 90%; note: some results filed as inactive read as strong as hits
Target sequence (P03300 1749-2209 limits assumed): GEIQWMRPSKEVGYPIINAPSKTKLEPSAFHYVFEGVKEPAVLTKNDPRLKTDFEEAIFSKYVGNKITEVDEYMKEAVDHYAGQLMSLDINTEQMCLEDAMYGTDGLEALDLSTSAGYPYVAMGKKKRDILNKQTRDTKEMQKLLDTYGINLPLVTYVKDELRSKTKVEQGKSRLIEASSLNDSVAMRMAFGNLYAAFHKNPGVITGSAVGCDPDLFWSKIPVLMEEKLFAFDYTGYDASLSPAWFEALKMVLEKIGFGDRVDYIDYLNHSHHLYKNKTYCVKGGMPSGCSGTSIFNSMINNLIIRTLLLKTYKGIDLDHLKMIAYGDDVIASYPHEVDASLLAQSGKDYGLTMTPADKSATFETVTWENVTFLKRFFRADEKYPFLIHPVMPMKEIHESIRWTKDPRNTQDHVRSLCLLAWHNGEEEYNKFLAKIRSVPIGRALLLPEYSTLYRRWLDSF
PV pol inh FP z-score = second read-out of PV pol inh, no call of its own (marks repeat the call); z-score; measured here: FP z-score; hits read low
Numbers without * were called inactive. Not all compounds are listed, so the mix of outcomes need not match the whole.

Screening COc1ccc(CNC(=O)Cn2nc(N3CCN(c4ccccc4)CC3)ccc2=O)c(OC)c1 returned PV pol inh 112 and PV pol inh FP z-score 1.1.
Screening CC1CCN(C(=O)Cn2cc(SCC(=O)NCc3ccccc3)c3ccccc32)CC1 returned PV pol inh 111 and PV pol inh FP z-score -0.4.
Screening CCC(C)n1c(=N)c(C(=O)NCc2ccccc2)cc2c(=O)n3cc(C)ccc3nc21 (configuration not stated) returned PV pol inh 111 and PV pol inh FP z-score 0.
For CCN1CSC(=S)N(Cc2ccc(OC)cc2)C1 the results were PV pol inh 101 and PV pol inh FP z-score -0.1.
For CN(C(=O)c1c[nH]c2ccc(S(=O)(=O)Nc3cccc(C(F)(F)F)c3)cc2c1=O)C1CCCCC1 the results were PV pol inh 104 and PV pol inh FP z-score -0.2.
`COC(=O)c1c(C(=O)OC)c2n(c1C)Cc1ccccc1C2` gave PV pol inh 100 and PV pol inh FP z-score -0.4.
CCOc1ccccc1NC(=O)c1nc(S(=O)(=O)Cc2cccc(C)c2)ncc1Cl was read as PV pol inh 104 and PV pol inh FP z-score -0.6.
For COc1cccc(-n2c(SCC(=O)N3CCCCC3)nc3c([nH]c4ccccc43)c2=O)c1 the results were PV pol inh 103 and PV pol inh FP z-score -1.
CCOc1ccccc1NC(=O)COC(=O)c1cc(Cl)cc(Cl)c1 was read as PV pol inh 104 and PV pol inh FP z-score 1.2.
For Cc1nn2c(=O)cc(COC(=O)c3ccccc3NC(=O)C(C)Oc3ccccc3)nc2s1 (configuration not stated) the results were PV pol inh 109 and PV pol inh FP z-score 0.6.
`Cc1ccc(CNS(=O)(=O)c2cc3c(cc2Cl)NC(=O)CO3)o1` gave PV pol inh 109 and PV pol inh FP z-score 0.5.
`Cc1nc(N)sc1N=Nc1cccc2ccccc12` gave PV pol inh 101 and PV pol inh FP z-score -0.7.
CCn1cc(C(=O)NCCCN2CCC(C)CC2)c(=O)c2cc(S(=O)(=O)N(C)C3CCCCC3)ccc21 was read as PV pol inh 105 and PV pol inh FP z-score 0.2.
`COc1cccc(-c2cn3c(n2)sc2cc(C(=O)NCCC4=CCCCC4)ccc23)c1` gave PV pol inh 110 and PV pol inh FP z-score 0.8.
`COc1ccc2c(c1OC)C(=O)OC2NN(C)c1cccc(F)c1C#N` (configuration not stated) gave PV pol inh 103 and PV pol inh FP z-score -0.1.
`Fc1ccc(N=Cc2ccco2)c(F)c1F` gave PV pol inh 104 and PV pol inh FP z-score 1.1.
For COc1cc(CN(C)C(=O)c2cc(C)on2)ccc1OCc1ccccc1 the results were PV pol inh 109 and PV pol inh FP z-score 0.7.
Screening O=C(O)c1cc(N2CCNCC2)nc2ccccc12 returned PV pol inh 100 and PV pol inh FP z-score -0.4.
Screening Cc1ccc(C)c(CSC2=NC(C)(C)Nc3ccccc32)c1 returned PV pol inh 100 and PV pol inh FP z-score -1.6.
O=C(Nc1ccccc1Cl)N1CCC2(CC1)Oc1ccccc1C(=O)N2Cc1ccc(F)cc1 was read as PV pol inh 106 and PV pol inh FP z-score -0.3.
Screening O=C(Oc1ccccc1)N1CCCCC1 returned PV pol inh 101 and PV pol inh FP z-score -0.3.
For Cc1ccc(/C(O)=C2\C(=O)C(=O)N(Cc3cccnc3)C2c2ccccn2)cc1 (configuration not stated) the results were PV pol inh 98 and PV pol inh FP z-score -1.5.
`NC(=S)/N=N/Nc1ccc(Cl)cc1` gave PV pol inh 96 and PV pol inh FP z-score -0.7.
For COc1ccccc1NC(=O)COC(=O)C1CC2CCCC(C1)C2=O (configuration not stated) the results were PV pol inh 103 and PV pol inh FP z-score 0.1.
Cc1ccc(S(=O)(=O)N2CCN(Cc3noc(CCC(=O)N4CCCCC4)n3)CC2)c(C)c1 was read as PV pol inh 105 and PV pol inh FP z-score -0.6.
CN(C)c1ccc(C=NCC(O)CN=Cc2ccc(N(C)C)cc2)cc1 (configuration not stated) was read as PV pol inh 99 and PV pol inh FP z-score 0.1.
`Cc1cccc(OCCn2nnc3sc4c(c3c2=O)CCCC4)c1` gave PV pol inh 110 and PV pol inh FP z-score 0.5.
`O=C(c1ccc(Cl)cc1Cl)N1CCN(C(=O)C2CCCCC2)CC1` gave PV pol inh 104 and PV pol inh FP z-score 0.4.
For CC1CCc2c(sc(NC(=O)C3CCCN3S(=O)(=O)c3cccs3)c2C(N)=O)C1 (configuration not stated) the results were PV pol inh 104 and PV pol inh FP z-score 0.2.
Screening CCc1ccc(NC(=O)CC2C(=O)N(c3ccccc3)C(=O)N2C2CCCC2)cc1 (configuration not stated) returned PV pol inh 101 and PV pol inh FP z-score -0.7.
For CC(=O)N(Cc1ccccc1)Cc1cc2ccccc2[nH]c1=O the results were PV pol inh 101 and PV pol inh FP z-score -0.2.
For CCOC(=O)c1c(C)noc1-c1ccco1 the results were PV pol inh 103 and PV pol inh FP z-score -0.4.
Screening O=C1C(=O)c2ccccc2C(O)=C1c1ccc(Cl)cc1 returned PV pol inh 99 and PV pol inh FP z-score -0.1.
Screening CCCN(CCC)S(=O)(=O)c1ccc(C(=O)N2CCC(=O)c3ccccc32)cc1 returned PV pol inh 103 and PV pol inh FP z-score 0.4.
For CCOC(=O)c1sc(NC(=O)c2nc3nc(C)cc(C(F)F)n3n2)c(C(=O)OC)c1C the results were PV pol inh 104 and PV pol inh FP z-score 0.
Screening COc1cc2c(=O)c(C(=O)c3ccc(F)cc3)cn(Cc3cccc(F)c3)c2cc1OC returned PV pol inh 112 and PV pol inh FP z-score 1.3.
For CCCN(C1=NC2CS(=O)(=O)CC2S1)c1ccccc1F (configuration not stated) the results were PV pol inh 101 and PV pol inh FP z-score -1.3.
Screening Cc1cccn2c(=O)c(/C=C(\C#N)c3nc4ccccc4n3C)c(Oc3ccc(Cl)cc3)nc12 returned PV pol inh 90 and PV pol inh FP z-score -2.8.
`COc1cccc(NCc2nnc(SCc3nc4ccccc4o3)n2C2CCCCC2)c1` gave PV pol inh 97 and PV pol inh FP z-score -0.8.
COc1ccc(NC(=O)c2ccc3c(=O)n(Cc4ccco4)c(=S)[nH]c3c2)c(OC)c1 was read as PV pol inh 99 and PV pol inh FP z-score -1.1.

Some of these compounds in order of SMILES length, ascending.
For CCOC(=O)c1c(C)noc1-c1ccco1 the results were PV pol inh 103 and PV pol inh FP z-score -0.4.
Screening O=C1C(=O)c2ccccc2C(O)=C1c1ccc(Cl)cc1 returned PV pol inh 99 and PV pol inh FP z-score -0.1.
`Cc1cccc(OCCn2nnc3sc4c(c3c2=O)CCCC4)c1` gave PV pol inh 110 and PV pol inh FP z-score 0.5.
For CC(=O)N(Cc1ccccc1)Cc1cc2ccccc2[nH]c1=O the results were PV pol inh 101 and PV pol inh FP z-score -0.2.
`O=C(c1ccc(Cl)cc1Cl)N1CCN(C(=O)C2CCCCC2)CC1` gave PV pol inh 104 and PV pol inh FP z-score 0.4.
`COc1cccc(NCc2nnc(SCc3nc4ccccc4o3)n2C2CCCCC2)c1` gave PV pol inh 97 and PV pol inh FP z-score -0.8.
Screening CCCN(CCC)S(=O)(=O)c1ccc(C(=O)N2CCC(=O)c3ccccc32)cc1 returned PV pol inh 103 and PV pol inh FP z-score 0.4.
For CC1CCc2c(sc(NC(=O)C3CCCN3S(=O)(=O)c3cccs3)c2C(N)=O)C1 (configuration not stated) the results were PV pol inh 104 and PV pol inh FP z-score 0.2.
Screening COc1cc2c(=O)c(C(=O)c3ccc(F)cc3)cn(Cc3cccc(F)c3)c2cc1OC returned PV pol inh 112 and PV pol inh FP z-score 1.3.
For CCOC(=O)c1sc(NC(=O)c2nc3nc(C)cc(C(F)F)n3n2)c(C(=O)OC)c1C the results were PV pol inh 104 and PV pol inh FP z-score 0.
COc1ccc(NC(=O)c2ccc3c(=O)n(Cc4ccco4)c(=S)[nH]c3c2)c(OC)c1 was read as PV pol inh 99 and PV pol inh FP z-score -1.1.
Screening Cc1cccn2c(=O)c(/C=C(\C#N)c3nc4ccccc4n3C)c(Oc3ccc(Cl)cc3)nc12 returned PV pol inh 90 and PV pol inh FP z-score -2.8.

Remaining list, next part.
For CN1CCC(N(Cc2ccco2)C(=O)c2cc3sccc3n2Cc2ccccc2)CC1 the results were PV pol inh 102 and PV pol inh FP z-score 0.2.
For CN(C)S(=O)(=O)c1cccc(COC(=O)c2cccnc2N)c1 the results were PV pol inh 104 and PV pol inh FP z-score 0.1.
Screening COc1ccc(-c2cc3nc(C)c(CCC(=O)N4CCN(c5cccc(Cl)c5)CC4)c(C)n3n2)c(OC)c1 returned PV pol inh 106 and PV pol inh FP z-score -0.5.
Screening COc1cc(C)c(CN2CCN(C(=O)c3cc(S(=O)(=O)N(C)C)ccc3Cl)CC2)cc1OC returned PV pol inh 98 and PV pol inh FP z-score -0.3.
COc1cc(CNC(=O)c2cc(-c3ccccc3)n[nH]2)cc(OC)c1OC was read as PV pol inh 107 and PV pol inh FP z-score -0.3.
Nc1ccc(C2CCCc3nonc32)c2nonc12 (configuration not stated) was read as PV pol inh 103 and PV pol inh FP z-score 0.9.
COc1cccc2sc(N3CCc4ccccc4C3)nc12 was read as PV pol inh 103 and PV pol inh FP z-score 0.6.
O=C(COC(=O)c1ccc(F)c(S(=O)(=O)N2CCOCC2)c1)NCc1ccc2c(c1)OCO2 was read as PV pol inh 105 and PV pol inh FP z-score 0.5.
Cc1cc(C)cc(NC(=O)C(Sc2nnc(C)n2C2CC2)c2ccccc2)c1 (configuration not stated) was read as PV pol inh 98 and PV pol inh FP z-score -0.2.
`CCC1C=CCC2C(=O)N(CC(=O)NCCC3=CCCCC3)C(=O)C12` (configuration not stated) gave PV pol inh 104 and PV pol inh FP z-score 0.4.
For Cc1cccc(NC(=O)Cn2c(=O)n(CC3CCC(C(=O)NCCc4ccccc4)CC3)c(=O)c3ccccc32)c1 (configuration not stated) the results were PV pol inh 106 and PV pol inh FP z-score -0.6.
For O=C(NCc1ccc2c(c1)OCO2)c1nnc(-c2ccccc2)o1 the results were PV pol inh 104 and PV pol inh FP z-score 0.6.
`CN(Cc1nc2ccccc2c(=O)[nH]1)C(C(=O)NC(N)=O)c1ccccc1` (configuration not stated) gave PV pol inh 103 and PV pol inh FP z-score 0.
Screening CCN(CC)C(=O)/C(=C\c1ccc(OC)c(OC)c1)n1ccccc1=O returned PV pol inh 103 and PV pol inh FP z-score 0.3.
For COc1ccc(/C=N/n2c(=O)c(C(C)(C)C)nn3cnnc23)c(OC)c1 the results were PV pol inh 101 and PV pol inh FP z-score -0.2.
`CN1C(=O)CC(c2ccccc2)C1=O` (configuration not stated) gave PV pol inh 99 and PV pol inh FP z-score -0.2.
O=C(NCCCN1CCOCC1)c1cc(-c2ccco2)nc2ccccc12 was read as PV pol inh 99 and PV pol inh FP z-score -0.2.
For CN(C)S(=O)(=O)c1cccc(CSc2ncnc3c2cnn3-c2ccccc2)c1 the results were PV pol inh 105 and PV pol inh FP z-score 0.3.
For Cc1ccc(S(=O)(=O)NCC(=O)N2CCC(C)CC2)cc1 the results were PV pol inh 102 and PV pol inh FP z-score 0.1.
Screening O/N=C/c1ccc(OCc2ccccc2)cc1 returned PV pol inh 100 and PV pol inh FP z-score 0.
For CC(=O)Nc1ccc(Cl)cc1-c1nc2ccc(C)cc2[nH]c1=O the results were PV pol inh 101 and PV pol inh FP z-score -0.4.
For NNc1cc(C(F)(F)F)nc2ccccc12 the results were PV pol inh 101 and PV pol inh FP z-score -0.2.
For C(=N\Nc1nc2ccccc2s1)/c1ccc2ncccc2c1 the results were PV pol inh 104 and PV pol inh FP z-score 0.3.
Cc1cc(Nc2cc(Cl)ccc2C)n2nc(-c3ccccc3)nc2n1 was read as PV pol inh 112 and PV pol inh FP z-score 1.5.
`CCC(C)NC(=O)c1ccc(/C=C2/Sc3ccccc3NC2=O)cc1` (configuration not stated) gave PV pol inh 100 and PV pol inh FP z-score -1.
N#CC1=C(N)OC2=C(CCc3ccccc32)C1c1ccccc1 (configuration not stated) was read as PV pol inh 99 and PV pol inh FP z-score -0.6.
COc1ccccc1C(=O)Nc1ccc2oc(-c3ccc4ccccc4c3)nc2c1 was read as PV pol inh 103 and PV pol inh FP z-score 0.5.
For NC(=O)C1CCN(C(=O)CC2(CC(=O)O)CCCCC2)CC1 the results were PV pol inh 108 and PV pol inh FP z-score 0.8.
`Cc1cc(C)c(C#N)c(SCC(=O)N2c3ccccc3NC(=O)C2(C)C)n1` gave PV pol inh 123 and PV pol inh FP z-score 2.8.
Screening O=C(COCc1cc(-c2ccc3c(c2)OCO3)on1)N1CCCC1 returned PV pol inh 102 and PV pol inh FP z-score 0.2.
For CC(NC(=O)CSc1nnc(-c2cccc(F)c2)n1-c1ccccc1)c1ccccc1 (configuration not stated) the results were PV pol inh 100 and PV pol inh FP z-score -0.4.
`Cc1cc(C(C)(C)C)cc(C)c1I` gave PV pol inh 101 and PV pol inh FP z-score -0.3.
`Cc1ccc(C(=O)NN2C(C)CCCC2C)o1` (configuration not stated) gave PV pol inh 100 and PV pol inh FP z-score 0.
For C(=C\c1ccccc1)/C=N/Nc1nn[nH]n1 the results were PV pol inh 101 and PV pol inh FP z-score 0.
`O=C(OCN1C(=O)c2ccccc2C1=O)C1CCN(c2ccc(C(F)(F)F)cn2)CC1` gave PV pol inh 102 and PV pol inh FP z-score -0.1.
Screening O=C(CCCn1c(=O)c2ccccc2n(Cc2ccc(F)cc2Cl)c1=O)NCCc1ccc(Cl)cc1 returned PV pol inh 102 and PV pol inh FP z-score -1.3.
Screening Nc1ccccc1C(=O)NC1CC1 returned PV pol inh 103 and PV pol inh FP z-score 0.3.
Screening CC(C)NC(=O)Cn1ncc2c3ccccc3n(C)c2c1=O returned PV pol inh 101 and PV pol inh FP z-score -0.4.
`CN[C@@H]1[C@@H](O[C@H]2O[C@H](CO)[C@@H](N)[C@H](O)[C@H]2O)O[C@H]2C[C@@H](N)[C@H](O[C@H]3[C@H](O)[C@@H](O)[C@H](N)C[C@@H]3N)O[C@@H]2[C@@H]1O` gave PV pol inh 99 and PV pol inh FP z-score 0.
O=C(N/N=C1\CC2CC=CC12)c1ccc(O)cc1 (configuration not stated) was read as PV pol inh 105 and PV pol inh FP z-score 0.3.
Screening COc1cc(/C=C2\SC(=O)N(CCN)C2=O)ccc1OC(F)F returned PV pol inh 103 and PV pol inh FP z-score 0.2.
`Cc1c(C(=O)N(Cc2cccc(F)c2)C2CCS(=O)(=O)C2)oc2cc(Br)ccc12` (configuration not stated) gave PV pol inh 107 and PV pol inh FP z-score 0.2.

Screening data as filed in PubChem.
